High-throughput results deposited in PubChem BioAssay by The Scripps Research Institute Molecular Screening Center.
OX1R antag-1: antagonists of human orexin 1 receptor (OX1R); O43613; OX1R-expressing cells, FRET antagonist read-out; inhibition, % at 6.6 µM; actives 1.8% (n = 330,000); AID 485270; in the data active = inhibition mostly above about 38%, no sharp cut-off; inactive = mostly below about 40%;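 also: 0% = agonist challenge alone and 100% = reference antagonist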
Target sequence (O43613 whole entry, looked up): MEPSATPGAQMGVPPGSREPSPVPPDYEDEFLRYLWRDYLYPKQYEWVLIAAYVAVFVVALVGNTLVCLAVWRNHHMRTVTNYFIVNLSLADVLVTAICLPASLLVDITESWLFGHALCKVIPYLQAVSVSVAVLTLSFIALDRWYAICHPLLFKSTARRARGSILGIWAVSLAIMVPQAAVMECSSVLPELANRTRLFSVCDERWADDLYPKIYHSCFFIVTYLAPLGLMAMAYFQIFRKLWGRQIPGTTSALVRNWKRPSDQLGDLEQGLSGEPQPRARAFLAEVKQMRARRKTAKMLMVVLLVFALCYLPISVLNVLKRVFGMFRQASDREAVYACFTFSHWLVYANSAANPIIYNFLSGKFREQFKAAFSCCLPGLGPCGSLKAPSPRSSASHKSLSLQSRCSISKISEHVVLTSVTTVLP
OX1R antag-2: human HCRTR1 antagonism | AID 434989 | actives 0.43% (n = 330,000) | inhibition, % at 5 µM | CHO/OX1R cells, Fluo-8 calcium fluorescence, orexin A;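 active = inhibition above its plate's threshold, mean inhibition of all tested compounds on the plate plus 3 SD, cut at about 37% in these data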;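 also: 0% = orexin A challenge wells and 100% = SB-334867-A antagonist wells; not every result past the cut was called active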
* = called active by the depositor.

SMILES | OX1R antag-1 | OX1R antag-2
Cc1cc(C)nc(N/N=C2/CCSc3ccc(F)cc32)n1 | 24.4 | -23.0
CCN1CCN(C(=O)C2=C(C(=O)O)CCCC2)CC1 | 6.8 | -5.6
Cc1ccc2[nH]cc(C(=O)CN3CCOCC3)c2c1 | 11.9 | -11.0
Nc1nc(C23CC4CCC(CC(C4)C2)C3)cs1 | 6.1 | -6.8
COc1cc(NC(=O)C2CCN(S(=O)(=O)c3cccc4nonc34)CC2)cc(OC)c1 | 45.1 | 2.3
COc1ccc(CN(C(=O)c2cc3ccccc3oc2=O)C2CCS(=O)(=O)C2)cc1OC (stereo unspecified) | 19.5 | -1.6
Cc1cnc(NC(=O)Nc2ccccc2)c(C)n1 | -1.4 | -18.7
CN(C)S(=O)(=O)c1ccc(C(=O)Nc2ccccc2SCCC#N)cc1 | 24.3 | -12.0
O=C(COc1ccccc1C(=O)NCC1CCCO1)Nc1ccc(Br)cc1 (stereo unspecified) | 13.9 | -22.8
CCOc1ccc(C(=O)c2cc([N+](=O)[O-])ccc2Cl)cc1 | 38.8 | -29.6
COc1ccc(NC(=O)CN(C)C(=O)CCSc2ccc(C)cc2)cc1 | 13.6 | 2.7
Cn1c(=O)c(-c2ccccc2)c(O)c2ccccc21 | 7.5 | -14.8
CC1CCc2c(sc3ncnc(NCCCOC(C)C)c23)C1 (stereo unspecified) | 20.7 | -33.4
COCC1CCN(C(=O)c2oc3c(F)cccc3c2C)C1 (stereo unspecified) | 12.3 | -16.6
CCCCN(CC)CCNC(=O)c1cc2c(=O)[nH]c3ccc(C)cc3c2s1 | 9.8 | -19.3
O=C(O)c1cc(-c2ccc3ccccc3n2)nc2ccccc12 | 11.3 | 1.6
CCCCNS(=O)(=O)CCNCc1ccccc1OC | 5.2 | -14.5
O=C(COc1ncnc2ccccc12)NC1CCCCC1 | 2.4 | -12.3
Cc1ccc(C(=O)N/C(=C\c2ccc(-c3cccc([N+](=O)[O-])c3)o2)C(=O)NCCCN2CCOCC2)cc1 | 41.6 | -19.2
O=C(O/N=C\c1ccc(N2CCCCC2)c([N+](=O)[O-])c1)c1cccc(Cl)c1 | 7.7 | -30.8
c1cc2nc(C34CC5CC(CC(C5)C3)C4)[nH]c2cn1 | 19.8 | -8.3
COc1ccc(OC(C)C(=O)NC2CCCCCCC2)cc1 (stereo unspecified) | 12.4 | -11.7
c1ccc(OCCn2c(-c3ccco3)nc3ccccc32)cc1 | 9.6 | -8.7
CCCOc1ccc([C@@H]2C3CN(C(=O)OCC)CC=C3C(C#N)=C(N)C2(C#N)C#N)cc1OC (stereo partly specified) | 6.3 | -26.9
COc1ccc(S(=O)(=O)N2CCOC23CCN(S(C)(=O)=O)CC3)cc1 | 16.6 | -15.1
Cc1ccccc1NC(=O)CSCC(=O)Nc1ccccc1C | 8.1 | -10.2
CS(=O)(=O)N(CCc1ccccc1)CC(=O)Nc1ccccc1 | 21.3 | 1.0
COc1ccc(-c2nc(-c3ccccn3)ncc2S(C)(=O)=O)cc1 | 4.8 | -16.1
O=C(NCC1CCCO1)/C(=C\c1ccco1)NC(=O)c1ccc(Cl)cc1 (stereo unspecified) | 3.5 | -15.7
Cc1cc(Cl)ccc1OCC(=O)NNC(=O)c1ccc(=O)[nH]c1 | 4.9 | -13.9
COc1ccc(-n2c(SCC(=O)Nc3ccccc3C)nc(O)c(Cc3ccccc3)c2=O)cc1 | 5.6 | -20.6
Cc1sc2nc(CN(C(=O)NC3CCCCC3)C3CCCC3)[nH]c(=O)c2c1C | 8.7 | -23.2
CC(C)N(Cc1nc(-c2ccc(Cl)cc2)no1)Cc1nccn1C | 24.6 | -11.4
COc1cc(-c2nc(S(=O)(=O)c3ccc(C)cc3)c(N(C)C)o2)cc(OC)c1OC | 12.0 | -29.6
CC1(C)CC(=O)C(N=Nc2cc(S(=O)(=O)N3CCOCC3)ccc2Cl)=C(O)C1 | 26.0 | -32.2
Cc1nc(SCC(=O)N2CCCC2=O)nc(C)c1C | 8.0 | -13.9

At a glance, part of the list above:
SMILES | OX1R antag-1 | OX1R antag-2
O=C(O)c1cc(-c2ccc3ccccc3n2)nc2ccccc12 | 11.3 | 1.6
CCCCNS(=O)(=O)CCNCc1ccccc1OC | 5.2 | -14.5
O=C(COc1ncnc2ccccc12)NC1CCCCC1 | 2.4 | -12.3
Cc1ccc(C(=O)N/C(=C\c2ccc(-c3cccc([N+](=O)[O-])c3)o2)C(=O)NCCCN2CCOCC2)cc1 | 41.6 | -19.2
O=C(O/N=C\c1ccc(N2CCCCC2)c([N+](=O)[O-])c1)c1cccc(Cl)c1 | 7.7 | -30.8
c1cc2nc(C34CC5CC(CC(C5)C3)C4)[nH]c2cn1 | 19.8 | -8.3
COc1ccc(OC(C)C(=O)NC2CCCCCCC2)cc1 (stereo unspecified) | 12.4 | -11.7
c1ccc(OCCn2c(-c3ccco3)nc3ccccc32)cc1 | 9.6 | -8.7
CCCOc1ccc([C@@H]2C3CN(C(=O)OCC)CC=C3C(C#N)=C(N)C2(C#N)C#N)cc1OC (stereo partly specified) | 6.3 | -26.9
COc1ccc(S(=O)(=O)N2CCOC23CCN(S(C)(=O)=O)CC3)cc1 | 16.6 | -15.1
Cc1ccccc1NC(=O)CSCC(=O)Nc1ccccc1C | 8.1 | -10.2
CS(=O)(=O)N(CCc1ccccc1)CC(=O)Nc1ccccc1 | 21.3 | 1.0
COc1ccc(-c2nc(-c3ccccn3)ncc2S(C)(=O)=O)cc1 | 4.8 | -16.1
O=C(NCC1CCCO1)/C(=C\c1ccco1)NC(=O)c1ccc(Cl)cc1 (stereo unspecified) | 3.5 | -15.7
Cc1cc(Cl)ccc1OCC(=O)NNC(=O)c1ccc(=O)[nH]c1 | 4.9 | -13.9
COc1ccc(-n2c(SCC(=O)Nc3ccccc3C)nc(O)c(Cc3ccccc3)c2=O)cc1 | 5.6 | -20.6
Cc1sc2nc(CN(C(=O)NC3CCCCC3)C3CCCC3)[nH]c(=O)c2c1C | 8.7 | -23.2
CC(C)N(Cc1nc(-c2ccc(Cl)cc2)no1)Cc1nccn1C | 24.6 | -11.4

Continuation:
SMILES | OX1R antag-1 | OX1R antag-2
O=C1COc2ccc(C(=O)CSc3nnc(Cc4cccs4)n3-c3ccc(Cl)cc3)cc2N1 | 8.1 | -18.4
OCC(O)CSc1nc(-c2ccccc2)nc2c1CCC2 (stereo unspecified) | 31.8 | -5.5
COc1cccc(NC(=O)N2CCCC2C(=O)NCc2ccccc2F)c1 (stereo unspecified) | 4.2 | -11.1
O=C(NC1CCCCCC1)C(=S)NCCc1ccccc1 | 16.4 | -17.5
Cc1ccc(-n2c(SCC(=O)N3CCOCC3)nnc2-c2cccnc2)cc1 | 13.8 | -3.7
CC(=O)Nc1ccc(C(=O)N/N=C/C2CC3C=CC2C3)cc1 (stereo unspecified) | 7.0 | -0.4
O=C(O)CN1C(=O)C2C3CC(C2C1=O)C1C(c2ccc(F)cc2)c2sc(=O)[nH]c2SC31 (stereo unspecified) | 14.8 | -1.1
Cc1ccccc1-n1c(-c2ccncc2)n[nH]c1=S | 15.2 | -9.5
N/C(=N\OC(=O)c1cc(-c2ccccc2)nc2ccccc12)c1cccnc1 | 18.8 | -18.4
O=C(CC(c1ccccc1)c1cc(Br)ccc1O)N1CCCCC1 (stereo unspecified) | -0.7 | -30.8
CCOc1ccc(OCCC(=O)N(CCCOC)c2c(N)n(Cc3ccccc3)c(=O)[nH]c2=O)cc1 | 13.4 | -20.2
CC(=O)c1cccc(NC(=O)C2CCN(S(=O)(=O)c3cccs3)CC2)c1 | 6.9 | -24.0

Given with values under each structure: entries from further up.
Every second line gives: OX1R antag-1 | OX1R antag-2
COc1cccc(NC(=O)N2CCCC2C(=O)NCc2ccccc2F)c1 (stereo unspecified)
 : 4.2 | -11.1
O=C(NC1CCCCCC1)C(=S)NCCc1ccccc1
 : 16.4 | -17.5

New compounds follow:
SMILES | OX1R antag-1 | OX1R antag-2
O=C(CNc1ccc2ccccc2c1)N/N=C/c1ccncc1 | 16.2 | -12.6
O=C(NC(=S)N1CCOCC1)c1cc2ccccc2o1 | 11.7 | -1.4
Cc1ccc(C)n1-c1cc(S(=O)(=O)N2CCOCC2)ccc1N1CCCC1 | 19.5 | 2.3
O=C(/C=C/c1ccccc1[N+](=O)[O-])NCCc1ccc(F)cc1 | 14.4 | -38.7
CCCC(=O)NCCCc1nc2ccccc2n1CCC | 18.4 | -23.7
COc1cccc(CNC(=O)CN(C)S(=O)(=O)c2ccc3c(c2)CC(C)N3C(C)=O)c1 (stereo unspecified) | 11.9 | -14.2
CCOC(=O)c1cnc(-n2nc(C)cc2C)[nH]c1=O | 18.7 | 8.7
O=C(c1ccc(S(=O)(=O)Cc2cc(F)ccc2F)c([N+](=O)[O-])c1)N1CCCC1 | 23.9 | -21.1
CCCC(=O)C1=C(O)C(C(=O)OC)C(C)(C)CC1=NC (stereo unspecified) | -0.1 | -9.3
CC1CCN(C(=O)C(NS(=O)(=O)c2cccc3nsnc23)C(C)C)CC1 (stereo unspecified) | 43.1* | 2.6
Cc1ccnc(NC(=O)COc2ccc3oc4c(c3c2)CCCC4)c1 | 54.5* | 7.5
Cc1sc(N(C(=O)CCc2ccccc2)c2ccc(C(=O)O)cc2)nc1-c1ccccc1 | 28.6 | 18.5
COc1ccccc1C(=O)N1CCN=C1SC | 3.5 | -6.0
Cc1ccc(NS(=O)(=O)c2ccc(C3CCCCC3)cc2)cc1 | 11.3 | 56.3*
Cc1nn2c(-c3ccncc3)ccnc2c1Cl | 52.1 | -5.3
COc1ccc(-c2nc(SCC(=O)NC3CCCC3)c(-c3ccc(OC)cc3)[nH]2)cc1 | 19.4 | -25.2
N#Cc1ccccc1OCc1cccc(S(=O)(=O)N2CCOCC2)c1 | 7.0 | -17.1
COc1ccc(-n2c(Cc3cccn3C)nnc2SCC(=O)Nc2ccccc2C)cc1 | 11.8 | -18.4
O=C(Nc1ccccc1)Nc1cc([N+](=O)[O-])ccc1F | 16.5 | -0.5
CCOc1ccc(-c2nnc3sc(COc4ccc(C)cc4)nn23)cc1 | 23.8 | -19.5
CCN(CC)C(=O)CN(c1ccc(F)c(Cl)c1)S(C)(=O)=O | 14.1 | -2.8
CCN1C(=O)c2cccc3c(NC(=O)c4cccc(N5C(=O)CCC5=O)c4)ccc1c23 | 27.6 | -8.7
O=C(Nc1ccc(C(F)(F)F)cc1)c1csc(-c2ccncc2)n1 | 25.2 | -22.4
CSC(=Nc1ccccc1)Nc1ccccc1 | 30.6 | -14.4
Cc1cc(C)cc(N(C(C)C(=O)NCCC2=CCCCC2)S(C)(=O)=O)c1 (stereo unspecified) | 22.6 | -6.8
COc1cc2c(cc1OC)CN(c1ccc(C(F)(F)F)cn1)CC2 | 16.4 | -42.7
CC12COC3(C(=O)Nc4ccc5ccccc5c4)CC1CCC32C (stereo unspecified) | 24.4 | -34.7
CC(C)[C@H](NC(=O)C1CCN(S(=O)(=O)c2ccccc2)CC1)C(=O)NCc1ccncc1 | 8.3 | -17.7
O=C1CCOc2cc(OCc3ccccc3)ccc21 | 11.9 | -4.3
CC1(C)CC(=O)C(C=NCCO)=C(O)C1 | 13.9 | 12.4
O=C(Nc1nc(-c2ccc(F)cc2)cs1)c1cnccn1 | 10.8 | -2.5
COc1ccc(C)c2sc(=NC(=O)c3ccccc3)n(C)c12 | -0.4 | -34.3
Cn1cccc1-c1cc(C(=O)N/N=C/c2ccc(Cl)cc2)[nH]n1 | 17.0 | -23.4
CCOC(=O)c1c(C)[nH]c(C(=O)OCC(=O)N2CC(C)OC(C)C2)c1C (stereo unspecified) | 7.7 | -17.4
Cc1cc(OCC(=O)N2CCN(c3ccccc3)CC2)c2c(C)c(C)c(=O)oc2c1 | 3.5 | -2.9
O=C(Nc1cc(S(=O)(=O)N2CCOCC2)ccc1Cl)c1cc([N+](=O)[O-])ccc1Cl | 23.6 | 9.8
CCC1CCCCN1C(=O)CCC(=O)Nc1nnc(C(F)(F)F)s1 (stereo unspecified) | 0.8 | -5.3
CN(C(=O)CN1C(=O)CCSc2ccc(S(=O)(=O)N3CCCC3)cc21)c1ccccc1 | -4.9 | -19.6
CCn1cc(/C=C(\NC(=O)c2ccccc2F)C(=O)N2CCCC2)c2ccccc21 | 1.9 | -12.3
O=C(C1=C[C@H](c2ccccc2)C[C@H](OCCCCO)O1)N1CCOCC1 | 9.8 | -2.0
Cc1onc(-c2ccccc2)c1C(N)=O | 12.6 | -1.8
O=c1c(-c2nnc(SCc3ccc(Cl)cc3Cl)o2)cccn1Cc1ccccc1 | 51.7* | 49.1*
NS(=O)(=O)c1ccc(Cl)cc1[N+](=O)[O-] | 13.0 | -12.6
Cc1ccc(C(=O)Nc2ccc(Nc3ccccc3)cc2)cc1C | 7.7 | -36.0
O=C(Nc1ccc(S(=O)(=O)N2CCCC2)cc1)C1COc2ccccc2O1 (stereo unspecified) | 5.8 | -13.1
CN(C)CCN1C(=O)C(=O)/C(=C(/O)c2ccc3c(c2)OCCO3)C1c1ccccn1 (stereo unspecified) | 30.9 | -5.2
O=c1c2ccccc2ncn1-c1cccc(Cl)c1 | 14.1 | -12.5
COc1ccc([N+](=O)[O-])cc1N(CC(=O)Nc1ccccc1C(=O)NC(C)C)S(C)(=O)=O | 12.9 | -19.7
COc1ccc(C(F)(F)F)cc1NC(=O)c1nc2nc(C)cc(C(F)F)n2n1 | -0.8 | -18.3
Cc1occc1C(=O)NC(C)C12CC3CC(CC(C3)C1)C2 (stereo unspecified) | 4.8 | -8.3
Cc1cc(Cl)cc(Cl)c1OCCCCN(C)C | 2.5 | -12.4
O=C(O)C1CC(=O)N(CCc2c[nH]c3ccccc23)C1 (stereo unspecified) | 28.8 | -11.4
CCC(CC)c1nnc(NC(=O)c2ccco2)s1 | 12.7 | 3.4
